# Screening data as filed in PubChem BioAssay.
# PMI act hi M6P: PMI (human) activation, high substrate | P34949 | coupled PMI enzyme assay, resazurin fluorescence, 20 min; active compounds read high; 1 = untreated enzyme, 0 = substrate-free blank | activation factor at 20 µM | 190,000 compounds, 0.34% hits | AID 1216;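 active = activation factor of 2 or more at 20 µM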
# Target sequence (P34949 whole entry, looked up): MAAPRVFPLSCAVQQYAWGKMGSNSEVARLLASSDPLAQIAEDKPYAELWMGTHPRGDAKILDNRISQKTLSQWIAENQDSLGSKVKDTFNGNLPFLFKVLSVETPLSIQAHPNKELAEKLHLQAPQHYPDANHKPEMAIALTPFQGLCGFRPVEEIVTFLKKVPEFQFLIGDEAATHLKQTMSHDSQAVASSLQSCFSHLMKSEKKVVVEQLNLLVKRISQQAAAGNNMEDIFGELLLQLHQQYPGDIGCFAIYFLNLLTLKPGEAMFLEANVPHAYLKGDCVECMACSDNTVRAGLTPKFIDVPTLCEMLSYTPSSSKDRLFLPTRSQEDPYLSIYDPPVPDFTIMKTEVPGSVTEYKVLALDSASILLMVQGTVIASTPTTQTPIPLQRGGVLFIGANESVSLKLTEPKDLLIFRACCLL
#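 Test system: human phosphomannose isomerase with PGI, G6PDH, diaphorase coupling enzymes / Doses: 20 µM compound, 1% DMSO / Times: enzyme reaction with compound 20 min at room temperature / Measured by: Diaphorase-driven resazurin-to-resorufin fluorescence, excitation 544, emission 590 nm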
# Diaph act CS: diaphorase activation or chemical reduction counter-screen; Diaphorase/resazurin coupled assay, resorufin fluorescence, 16 min; active compounds read high; 1 = vehicle wells, 0 = NADH-free wells; activation factor at 20 µM; 190,000 compounds, 0.005% hits;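 active = diaphorase activity raised at least twofold by the compound at 20 µM; inactive = activation factor below 2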
#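 Assay system: Purified diaphorase enzyme from Clostridium kluyveri | Amount: Enzyme 0.07 U/mL final | Dosing: Compound 20 µM once, DMSO 1% | Timing: 16 min reaction at room temperature | Detection: Fluorescence, excitation 544 nm and emission 590 nm | Evaluation: Higher resorufin formation from activation or reduction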
# RAM network inh: inhibitors of the yeast RAM network | S. cerevisiae dse1pr::URA3 reporter, 5-FOA growth OD615, 2 d; analog-sensitive cbk1-as2 kinase mutant strain | inhibition, % at 50 µM | AID 868 | 190,000 compounds, 1.8% hits;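 active = inhibition above a set limit, 3 SD over mean compound inhibition, cut at about 8.4% in these data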;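 also: 0% = DMSO-only wells with no growth and 100% = 10 µM 1-NA-PP1 full growth; inhibition rescues growth on 5-FOA so higher OD means more RAM inhibition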
# S1P3 antag: blocks the human S1P3 receptor; CHO S1P3 NFAT-BLA reporter, FRET fluorescence, antagonist mode; 170,000 compounds, 0.27% hits; inhibition, % at 4.98 µM;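 active = inhibition above the plate cutoff, the mean inhibition of test wells on that plate plus 3 SD, cut at about 28% in these data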;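 also: cells challenged with S1P at its EC80 of 0.8 µM; blue over green emission ratio from cleaved BLA substrate after 4 h stimulation; 0% = S1P-stimulated wells and 100% = unstimulated DMSO-only wells; some compounds past the cut are filed as inactive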
# Target sequence (Q99500 whole entry, looked up): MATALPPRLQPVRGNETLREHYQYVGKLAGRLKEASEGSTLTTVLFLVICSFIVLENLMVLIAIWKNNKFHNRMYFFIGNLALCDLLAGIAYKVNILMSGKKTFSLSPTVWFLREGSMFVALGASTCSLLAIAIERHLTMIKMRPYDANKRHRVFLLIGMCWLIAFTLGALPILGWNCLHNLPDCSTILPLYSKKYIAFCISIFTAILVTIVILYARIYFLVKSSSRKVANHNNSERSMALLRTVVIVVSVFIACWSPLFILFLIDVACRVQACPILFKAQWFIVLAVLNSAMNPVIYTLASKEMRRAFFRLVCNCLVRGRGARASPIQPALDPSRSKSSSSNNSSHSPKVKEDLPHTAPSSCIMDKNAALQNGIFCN
# Hsp70 activator: switches on Hsp70 transcription; activation, % at 10 µM; 200,000 compounds, 0.04% hits; HeLa Hsp70 promoter luciferase reporter, luminescence; scaled: vehicle 0, proteasome-inhibitor control 100%;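 active = activation above the mean across all tested compounds plus 3 SD, cutoff set per campaign, cut at about 5.5% in these data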;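 also: 100% = MG132 at 30 µM as the positive control and 0% = DMSO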
# Diaphorase inh: inhibits diaphorase or chemically oxidizes, flagging diaphorase assay artifacts | 190,000 compounds, 0.69% hits | diaphorase resazurin-to-resorufin fluorescence, NADH, 16 min; bacterial (C. kluyveri) enzyme, not human | AID 1217 | inhibition, % at 20 µM;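 active = primary screen inhibition at 20 µM above a set limit, cut at about 50% in these data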;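 also: plate controls were DMSO with full reaction for no effect and wells lacking NADH for full effect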
#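 System: Bacterial diaphorase enzyme (C. kluyveri) | Incubation: 16-min room-temperature incubation before reading | Benchmarks: No-NADH positive control and DMSO neutral control | Measured by: Resorufin fluorescence 544/590 nm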
# TLR4 MyD88 comp: inhibitors of human TLR4-MyD88 binding | 200,000 compounds, 0.18% hits | inhibition, % at 8.4 µM | AID 861 | HeLa CL3-4 TLR4/MyD88 BLA complementation, FRET ratio; in the data active = inhibition above about 25%;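 also: 0% = vehicle and 100% = reference inhibitor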
# DTT redox prof: compounds producing H2O2 with reducing agent – biochemical, NIH compound library profiling, artefact control for MLSCN library redox annotation, primary screen; DTT-dependent redox cycling H2O2, phenol red/HRP absorbance; 100% = 100 µM peroxide control, 0% = buffer; activation, % at 10 µM; 200,000 compounds, 0.03% hits; AID 878;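 active = activation of at least 50% relative to the plate's high and low controls in the primary single-dose screen; inactive = activation below 50%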;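 also: compound incubated with DTT at 0.8 mM final as the reducing agent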
# G6PDH CS: L. mesenteroides G6PDH inhibition counter-screen | inhibition, % at 5 µM | Purified L. mesenteroides G6PDH, diaphorase/resazurin coupled fluorescence, 45 min | 200,000 compounds, 0.12% hits
# L major viab: inhibitors of Leishmania major promastigote growth; Leishmania major promastigotes, resazurin fluorescence viability; inhibition, % at 10 µM; 200,000 compounds, 9% hits; AID 1063;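 also: promastigotes grown with compound for 44 hours at 28 °C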
# PMI activator: increases human mannose-6-phosphate isomerase activity; P34949; 190,000 compounds, 0.005% hits; activation factor at 20 µM; purified human PMI, coupled resazurin fluorescence, 20 min; active compounds read high; 1 = vehicle control, 0 substrate-free wells;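 active = activation factor of 2 or more at 20 µM, relative to plate controls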
# The depositor's hits bear a star; . = no result given. Rule as the data show it, unless noted: active = inhibition above about 50%; inactive = the rest. Hits appear at their usual frequency, and some 12% of all compounds hit somewhere here.
SMILES,PMI act hi M6P,Diaph act CS,RAM network inh,S1P3 antag,Hsp70 activator,Diaphorase inh,TLR4 MyD88 comp,DTT redox prof,G6PDH CS,L major viab,PMI activator
CC(=O)Nc1ccc(S(=O)(=O)CCC(=O)O)cc1,0.9,1,0.5,.,-0.2,4,-5,-0.5,-2,-2,1.1
CCOc1ccccc1NC(=O)c1ccccc1NS(C)(=O)=O,1,0.9,1.3,-15,-0.1,7,0,-2.3,-23,-6,1
CCn1c(N2CCC(Cc3ccccc3)CC2)nc2c1c(=O)[nH]c(=O)n2C,1,0.9,-1.6,-58,-0.2,14,-1,-1.9,-1,10,0.9
COCc1cc(=O)n2c(-c3ccc(C)cc3)n[nH]c2n1,1,0.9,-0.3,-2,.,12,.,.,-7,.,1
Cc1ccc2c(c1)nnn2C1CCN(S(=O)(=O)c2ccc(C(=O)N(C)C)cc2)CC1,0.8,0.9,1.4,-9,-0.4,15,-2,2.6,4,-2,0.9
O=C(O)c1sccc1SCc1ccc(Cl)cc1Cl,1,0.9,3.2,.,0.1,12,4,-0.7,6,-3,1.1
COc1ccc(NC(=O)C2CCCN2C(=O)NCc2ccccc2)cc1OC (stereo not drawn),1,0.8,0.4,.,-0.2,16,-5,3.0,3,-4,1
Cc1ccc(OC(=O)C(F)(F)F)c2c1NCCC2,0.9,0.8,-0.1,13,-0.1,16,8,-0.1,13,2,0.8
CC1CCCCN1C(=O)Cn1cc(C=O)c2ccccc21 (stereo not drawn),1.1,0.9,0.0,2,-0.1,5,4,0.2,6,-6,1.1
CN(Cc1cc(-c2ccccc2)on1)C(=O)c1cc(COc2c(F)cccc2F)on1,0.8,0.8,21*,-4,0.6,21,-3,0.5,12,-5,0.8
Cc1ccc(CNC(=O)[C@@H]2CCC(=O)N2Cc2ccco2)cc1,1.1,0.9,1.8,.,-0.4,7,-4,0.3,7,-5,1.1
COc1cc(C(=O)NCCOc2ccccc2)c(Br)c(OC)c1OC,0.9,0.9,0.7,.,-0.3,14,-5,0.8,-8,0,0.9
CC(C)(C)NC(=O)CN(Cc1cccs1)C(=O)CNS(=O)(=O)c1ccc(F)cc1,1,0.9,3.4,-1,0.0,7,-12,-0.2,13,3,1
COc1cc(Cl)c(C)cc1NC(=O)CSCC#N,1,0.8,1.9,.,-0.1,16,-7,-1.0,9,-4,1
C=CCNC(=O)c1c(Br)cnn1-c1ccc(C)cc1,0.9,0.8,-0.8,5,-0.1,17,-10,-1.0,8,6,0.8

# Single records, as listed above. Values in the order: PMI act hi M6P, Diaph act CS, RAM network inh, S1P3 antag, Hsp70 activator, Diaphorase inh, TLR4 MyD88 comp, DTT redox prof, G6PDH CS, L major viab, PMI activator
# Entry for `COCc1cc(=O)n2c(-c3ccc(C)cc3)n[nH]c2n1` → 1, 0.9, -0.3, -2, ., 12, ., ., -7, ., 1
# Entry for `CC(C)(C)NC(=O)CN(Cc1cccs1)C(=O)CNS(=O)(=O)c1ccc(F)cc1` → 1, 0.9, 3.4, -1, 0.0, 7, -12, -0.2, 13, 3, 1
# Entry for `COc1cc(Cl)c(C)cc1NC(=O)CSCC#N` → 1, 0.8, 1.9, ., -0.1, 16, -7, -1.0, 9, -4, 1
# Entry for `CC(=O)Nc1ccc(S(=O)(=O)CCC(=O)O)cc1` → 0.9, 1, 0.5, ., -0.2, 4, -5, -0.5, -2, -2, 1.1
# Entry for `COc1ccc(NC(=O)C2CCCN2C(=O)NCc2ccccc2)cc1OC` (stereo not drawn) → 1, 0.8, 0.4, ., -0.2, 16, -5, 3.0, 3, -4, 1

# Entries above that have two or more sulfur atoms, in the order listed:
SMILES,PMI act hi M6P,Diaph act CS,RAM network inh,S1P3 antag,Hsp70 activator,Diaphorase inh,TLR4 MyD88 comp,DTT redox prof,G6PDH CS,L major viab,PMI activator
O=C(O)c1sccc1SCc1ccc(Cl)cc1Cl,1,0.9,3.2,.,0.1,12,4,-0.7,6,-3,1.1
CC(C)(C)NC(=O)CN(Cc1cccs1)C(=O)CNS(=O)(=O)c1ccc(F)cc1,1,0.9,3.4,-1,0.0,7,-12,-0.2,13,3,1

# (more compounds)
SMILES,PMI act hi M6P,Diaph act CS,RAM network inh,S1P3 antag,Hsp70 activator,Diaphorase inh,TLR4 MyD88 comp,DTT redox prof,G6PDH CS,L major viab,PMI activator
CCCCCCCCCCC[C@@H](C[C@@H]1OC(=O)[C@H]1CCCCCC)OC(=O)[C@H](CC(C)C)NC=O,0.9,0.8,.,8,0.2,23,.,.,7,.,0.8
Cc1nnc(SCC2CCCO2)n1-c1ccccc1 (stereo not drawn),1,0.8,1.1,14,-0.5,20,1,-1.4,4,-7,0.9
CC(=O)Nc1ccc(-c2ccnc(-c3ccc(NC(C)=O)cc3)n2)cc1,0.9,0.9,3.0,13,-0.5,5,6,-0.2,2,-5,0.9
NS(=O)(=O)c1ccc(NC(=S)Nc2ccc(F)c(F)c2)cc1,1,0.9,0.9,-5,-0.4,10,2,0.0,-3,39,0.9
O=C(O)C1CCCN1C(=O)Nc1ccc(F)cc1 (stereo not drawn),1,1,-0.2,-6,-0.4,-3,-3,0.7,13,-8,1
CN(CC(O)COCc1cccs1)C1CCCCC1 (stereo not drawn),1.1,0.9,0.5,8,-0.2,5,-4,0.8,1,-11,1
CN(C)c1ccc(-c2nn3c(-c4ccccc4Cl)nnc3s2)cc1,1.1,0.9,3.4,20,-0.4,9,4,0.2,2,2,0.9
CC(C)C(=O)N1CCN(c2ccc([N+](=O)[O-])c(NC(C)c3ccccc3)c2)CC1 (stereo not drawn),0.8,0.8,5.7,9,-0.5,24,8,2.1,-25,17,0.8
Cc1ccc(NC(=O)N2CCN(Cc3ccc4c(c3)OCO4)CC2)cc1,1.1,1.1,0.4,.,-0.4,-10,8,0.3,0,49,1.1
COC(=O)[C@H](CC(C)C)NC(=O)NC1CCCc2ccccc21 (stereo partly drawn),0.9,0.9,1.9,-20,-0.3,13,-9,0.4,4,24,1
N#Cc1c(N)c(C(=O)c2ccccc2)n2c1CCC2,0.9,0.9,1.2,-13,-0.5,7,1,1.0,-13,-6,0.9
CCN(CC)C(=O)c1cn(CCC#N)nc1-c1ccc(F)cc1,1,1,-0.5,-1,0.1,4,15,-0.5,1,-6,1.1
O=C(Nc1ccccc1)c1ccc(=O)n(Cc2ccc(F)c(F)c2)c1,1,0.9,2.9,-4,-0.2,7,-2,-1.1,9,23,1.1
O=C(CCc1ccc(S(=O)(=O)NCCc2ccccc2)cc1)NCc1ccco1,1,0.8,0.1,.,-0.2,19,-1,0.2,4,-2,1
Cc1cccc(N2CCN(C(=O)c3cc(=O)[nH]c4ccccc34)CC2)c1C,1,0.9,2.1,4,-0.2,8,-4,0.0,-3,6,1
CCOC(=O)c1c(Nc2nc(C)c(C(=O)NC)s2)sc(C)c1C,0.8,0.8,2.7,22,-0.2,20,5,0.4,-61,11,0.8
CCOc1ccc2nc(SC3CC(=O)N(c4ccc(OC)cc4OC)C3=O)sc2c1 (stereo not drawn),0.9,0.6,4.4,-17,0.1,36,9,-0.5,10,-4,0.8
Cn1c(CCN2CCOCC2)nc2cc(NC(=O)COc3ccccc3)ccc21,1,1,0.1,-6,-0.4,0,0,-0.1,1,-4,1.1
Cc1cc(C)n2nc(C(=O)OCC(=O)c3c[nH]c4ccccc34)nc2n1,1,1,3.9,-21,-0.3,2,-9,-0.9,-10,-6,1.1
Brc1cnc(N2CCCC2)nc1N1CCCCC1,0.8,0.9,1.1,-13,-0.2,8,-6,-2.9,1,6,1
CN(C)S(=O)(=O)c1cccc(N=c2scc(-c3ccc4c(c3)NC(=O)CO4)n2CC2CCCO2)c1 (stereo not drawn),1,0.7,0.7,.,-0.5,31,-15,0.3,0,96*,0.9
CC1CCCN(C(=O)Cn2c(=O)oc3ccccc32)C1 (stereo not drawn),1.1,0.9,0.9,6,0.3,8,-8,0.9,2,-6,1
Cc1ccc2nc(NC(=O)c3ccco3)sc2c1,0.9,0.9,-0.3,.,0.0,13,4,0.2,1,24,0.9
CO/C([O-])=N/c1c[n+](-c2ccc(Cl)cc2)no1,1.4,0.8,-0.1,.,0.0,17,5,-3.8,-2,0,1.2
COc1ccc(OC)c(C2C(C(N)=O)=C(C)Nc3nc(-c4cccc(Cl)c4)nn32)c1 (stereo not drawn),0.9,0.9,0.1,-4,0.2,10,7,0.1,5,6,1
COC(=O)CSc1nc2cc3c(cc2cc1C)OCCO3,0.9,0.9,1.8,5,-0.1,13,-9,2.2,6,4,1
COCC(=O)N/N=C(\C)CC(=O)NCc1ccco1,1,0.9,2.2,-10,-0.2,6,11,-0.4,7,-5,1
O=C(COc1ccccc1F)NCc1ccc(-n2cccc2)cc1,1,1,0.7,-24,-0.4,2,8,-1.9,8,9,1
Cc1cc2cc(C(c3nnnn3Cc3ccco3)N3CCc4ccccc43)c(=O)[nH]c2cc1C (stereo not drawn),0.9,0.2,0.0,6,-0.1,83*,-5,1.0,23,20,0.6
CCOC(=O)C1=CSC2=NS(=O)(=O)CCN12,1.1,1.1,1.6,.,0.1,-7,-9,-0.3,10,-3,1.1
CC1=C(C(=O)OCC(C)C)[C@]23C(=O)c4ccccc4[C@@]2(O1)OC(N)=C3C#N,0.9,0.9,1.8,.,-0.2,9,-1,0.8,2,14,0.9
NNC(=O)c1cccc(COc2cccc(Br)c2)c1,1.1,0.9,-0.4,.,-0.2,7,19,20,6,0,1
COc1cccc(OC)c1C(=O)NC(C)C12CC3CC(CC(C3)C1)C2 (stereo not drawn),1.1,0.9,3.4,.,-0.2,6,-19,0.0,5,35,1
COc1ccc(-n2c(C)cc(C(=O)Cn3nc(C(=O)O)c4ccccc4c3=O)c2C)cc1,0.9,1,5.1,-4,-0.3,0,-6,0.0,8,5,0.9
CCOc1ccc(NC(=O)CN2C(=O)C3CC=CCC3C2=O)cc1 (stereo not drawn),1.1,1.1,0.6,-12,-0.2,-10,-6,0.7,-2,0,1.1
CCOC(=O)c1cc(-c2ccc(Cl)cc2)nc2c1c(C)nn2CCC#N,0.9,0.8,6.3,.,-0.5,24,1,-7.2,-2,2,0.8
CCc1nnc(NC(=O)c2ccc(S(=O)(=O)N3CCCCC3C)cc2)s1 (stereo not drawn),0.9,0.8,3.2,-5,0.1,21,1,1.9,12,-3,1
